S1P2 agonist = S1P2 receptor agonists, primary screen, cell-based. AID 729, 2007. S1P2-expressing cell line, agonist reporter read-out. activation, % at 4.5 µM. 0.46% of 97,000 active; in the data active means activation above about 16%;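 further: 0% = vehicle low control and 100% = maximal reference agonist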
Target sequence (O95136 whole entry, looked up): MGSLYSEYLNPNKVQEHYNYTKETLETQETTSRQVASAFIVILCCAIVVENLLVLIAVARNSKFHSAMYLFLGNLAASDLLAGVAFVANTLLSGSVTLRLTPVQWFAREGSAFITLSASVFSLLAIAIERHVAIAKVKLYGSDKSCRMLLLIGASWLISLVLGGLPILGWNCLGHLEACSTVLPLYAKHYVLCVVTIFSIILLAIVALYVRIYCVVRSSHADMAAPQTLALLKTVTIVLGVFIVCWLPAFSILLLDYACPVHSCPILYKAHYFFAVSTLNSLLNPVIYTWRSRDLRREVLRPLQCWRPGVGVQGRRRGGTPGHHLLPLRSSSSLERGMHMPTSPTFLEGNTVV
E coli WT exp = growth inhibitors of wild-type E. coli, primary screen, strain BW25113, expanded library, OD600; 0.15% of 98,000 active; OD600 absorbance; growth inhibition, % at 100 µM; AID 710, 2007;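 active means growth inhibition above about 50% at one test dose, limit read from the data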;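 further: growth measured after 20 h incubation at 37 °C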
PostGolgi ctrl = growth inhibition of yeast control strain, primary screen, counter-screen for post-Golgi transport modulator project | inhibition, % at 10 µM | 5% of 98,000 active | efflux-deficient yeast background strain, growth absorbance A615, 16 h
PLAP act = PLAP enzyme activators, biochemical, luminescence, HTS. 1.2% of 96,000 active. activation fold at 20 µM. AID 696, 2007. Alkaline phosphatase, placental type (Homo sapiens), P05187. purified PLAP enzyme, luminescent substrate read-out; stronger effect = higher value; in the data active means activation fold above about 2
Target sequence (P05187 whole entry, looked up): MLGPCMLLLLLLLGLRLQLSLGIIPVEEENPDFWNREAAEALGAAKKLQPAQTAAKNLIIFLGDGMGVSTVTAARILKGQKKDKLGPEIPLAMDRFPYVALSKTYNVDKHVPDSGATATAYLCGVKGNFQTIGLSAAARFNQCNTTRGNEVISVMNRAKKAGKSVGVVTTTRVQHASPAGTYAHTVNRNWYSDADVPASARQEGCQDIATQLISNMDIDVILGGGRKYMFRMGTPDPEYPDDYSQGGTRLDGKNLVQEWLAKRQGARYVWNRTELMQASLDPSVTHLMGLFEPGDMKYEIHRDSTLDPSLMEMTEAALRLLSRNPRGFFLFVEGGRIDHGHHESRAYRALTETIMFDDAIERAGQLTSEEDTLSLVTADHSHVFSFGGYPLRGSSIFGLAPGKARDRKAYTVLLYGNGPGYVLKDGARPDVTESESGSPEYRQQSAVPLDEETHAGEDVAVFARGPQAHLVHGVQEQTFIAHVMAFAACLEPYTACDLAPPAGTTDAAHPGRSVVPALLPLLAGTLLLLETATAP
CD11b adhes inh = inhibitors of CD11b/CD18 adhesion to fibrinogen, primary screen, K562 cells, luminescence; Integrin beta-2 (Homo sapiens) + Integrin alpha-M (Homo sapiens), P05107+P11215; ATPlite luminescence; Mn2+ added to activate the integrin; inhibition, % at 10 µM; 0.54% of 93,000 active; AID 1497, 2009;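 active means primary inhibition of 50% or more at 10 µM, then 40% or more on retest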; further: some results filed as inactive read as strong as hits
PostGolgi yeast = phenotypic screen on post-Golgi transport, primary screen | inhibition, % at 10 µM | 0.9% of 98,000 active | AID 739, 2007 | post-Golgi transport phenotypic cell assay;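 further: yeast cells grown in 1536-well plates; yeast grown about 18 h at 30C before absorbance read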
sEH act = soluble epoxide hydrolase activators, primary screen, biochemical, human sEH. Bifunctional epoxide hydrolase 2 (Homo sapiens), P34913. purified human sEH enzymatic activity, activator screen. activation, % at 2 µM. 0.04% of 91,000 active; in the data active means activation above about 37%; further: values of inactives mirror those of a sister screen read the other way
S1P2 blocker = human S1P2 receptor antagonists, primary screen, cell-based. Sphingosine 1-phosphate receptor 2 (Homo sapiens), O95136. cell-based S1P2 antagonist assay, inhibition at 5 uM. inhibition, % at 5 µM. 0.21% of 97,000 active. AID 736, 2007; in the data active means inhibition above about 45%;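 further: CRE beta-lactamase reporter cells expressing human S1P2 stimulated with S1P; 0% = agonist at EC80 alone and 100% = agonist plus reference antagonist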
sEH inh = soluble epoxide hydrolase inhibitors, primary screen, biochemical, human sEH; Bifunctional epoxide hydrolase 2 (Homo sapiens), P34913; recombinant human sEH enzymatic activity assay; inhibition, % at 2 µM; 0.34% of 91,000 active; AID 707, 2007; in the data active means inhibition above about 80%; further: values of inactives mirror those of a sister screen read the other way; many of its hits are not listed in these tables
Active calls of the source: *; x = no result given. Unless noted, no stated cut-off is given here; in the data, active means inhibition above about 30%; inactive means the rest. Compounds were not picked by outcome; overall some 7.1% were active at least once.

| SMILES | S1P2 agonist | E coli WT exp | PostGolgi ctrl | PLAP act | CD11b adhes inh | PostGolgi yeast | sEH act | S1P2 blocker | sEH inh |
| --- | --- | --- | --- | --- | --- | --- | --- | --- | --- |
| Oc1c(C=Nc2cccnc2)sc2ccccc12 | -2 | -7 | 31* | 1.6 | 25 | 3 | 10 | 7 | -14 |
| COCc1nc2ccccc2n1Cc1cccc(C)c1 | 9 | 8 | 20 | 1 | -4 | 21 | 4 | 10 | -5 |
| Cc1c(NC(=O)C(C)NCC2CCCO2)c(=O)n(-c2ccccc2)n1C (stereo not drawn) | 4 | 2 | 5 | 1.1 | -23 | -4 | -1 | 11 | 0 |
| COc1ccc(CCNC(=O)c2cc(-c3cc(C)c(C)cc3O)n[nH]2)cc1OC | 0 | -7 | -4 | 1.3 | 4 | 4 | 0 | -28 | 5 |
| CCCOc1ccc([C@@H]2C3CN(C(=O)OCC)CC=C3C(C#N)=C(N)C2(C#N)C#N)cc1OC (stereo partly drawn) | 2 | -12 | 4 | 1.2 | 1 | 8 | 6 | -19 | -8 |
| Cc1cc(C)c(S(=O)(=O)c2c(C)cccc2C)c(OCC(C)C)n1 | 0 | 5 | 13 | 0.9 | 19 | 3 | x | -1 | x |
| O=C(Oc1cccc(N2C(=O)CCC2=O)c1)C1CC(=O)N(c2ccc(F)cc2)C1 (stereo not drawn) | x | -3 | 9 | 0.9 | -3 | 5 | x | x | x |
| COc1ccc(O)c(-c2[nH]ncc2C(=O)c2ccccc2)c1 | -8 | -7 | -7 | x | 0 | 7 | -10 | 16 | 12 |
| O=C(CCS(=O)(=O)Cc1ccccc1F)N1CCc2ccccc2C1 | -3 | 6 | 0 | 0.9 | x | 16 | 9 | 5 | -10 |
| CCOc1ccc2nc(NCCO)[nH]c2c1 | -2 | -1 | 2 | 1.3 | -16 | 6 | 11 | 7 | -10 |
| Cc1ccc(CCNC(=O)C23CN(Cc4ccccc4)CC2C(c2cccc([N+](=O)[O-])c2)=NO3)cc1 (stereo not drawn) | -5 | -6 | 2 | 1.4 | -2 | -9 | -10 | -3 | 8 |
| COC(=O)C1CCN(CC(N)=O)CC1 | -8 | -11 | -3 | 0.8 | -8 | 0 | -10 | 4 | 8 |
| C/C(=N\O)C1/C(=N/O)CC2C1C2(C)C (stereo not drawn) | -5 | 6 | -1 | 1.2 | -7 | -4 | -5 | 0 | 7 |
| COc1ccc2c(c1OC)C(=O)OC2Nc1nc(-c2ccccc2)cs1 (stereo not drawn) | -3 | 4 | 6 | 1 | 8 | 0 | -10 | 20 | 10 |
| O=C1CCCN1CC(O)CS(=O)(=O)c1ccc(Cl)cc1 (stereo not drawn) | -3 | 3 | 7 | 1 | -5 | 3 | -3 | 8 | 4 |
| Cc1ccc(NC(=O)Nc2cccs2)nc1 | -6 | 5 | 2 | 1 | 10 | 10 | 4 | -7 | -5 |
| CCOc1ccccc1Oc1c(C)oc2cc(OC(=O)c3ccco3)ccc2c1=O | -10 | -7 | 11 | 1 | x | 1 | 12 | -21 | -12 |
| CC(C)CCn1c(C(C)O)nc2ccccc21 (stereo not drawn) | -3 | 2 | -2 | 1 | -14 | -8 | 8 | 19 | -6 |
| Cn1c(SCC2CCCO2)nnc1-c1ccncc1 (stereo not drawn) | -4 | -3 | -4 | 1.6 | -5 | 4 | 18 | 3 | -19 |
| N#CCc1nc(CSc2nc3ccccc3s2)cs1 | -1 | 1 | 17 | 1.2 | -18 | -11 | -7 | -12 | 8 |
| COc1cc(-c2cc(N)n(S(=O)(=O)c3ccc(F)cc3)n2)cc(OC)c1OC | 1 | 0 | 11 | 0.8 | -2 | 2 | 10 | -20 | -6 |
| Cc1cc(C)nc(SCc2nnc(SCC(=O)Nc3c(C)cccc3C)o2)n1 | 0 | x | x | x | x | x | 10 | -31 | -5 |
| CCN1C(=O)N(c2cccc3ccccc23)C(C)=CC1(C)C | -5 | 4 | 5 | 1.1 | x | -23 | -3 | -28 | 6 |
| COc1ccc(NC(=O)c2nc3nc(C)cc(C(F)F)n3n2)cc1OC | x | -3 | 9 | 1.1 | 20 | 4 | x | x | x |
| O=C(c1cccs1)N1CCN(S(=O)(=O)N2CCOCC2)CC1 | -3 | 3 | 6 | 0.9 | 3 | -1 | 9 | -10 | -3 |
| Cc1ccc(-c2nn(-c3cc(Cl)ccc3[N+](=O)[O-])c(=O)c3ccccc23)cc1 | -3 | -6 | 37* | 1 | x | -1 | 2 | -9 | -1 |
| Cc1sc(-c2ccncc2)nc1OC(=O)c1cc(Cl)cc(Cl)c1 | -1 | -1 | 32* | 0.9 | 7 | -3 | 6 | 5 | -9 |
| CCCc1[nH]nc2c1C(c1cccc(OC(=O)c3ccco3)c1)C(C#N)=C(N)O2 (stereo not drawn) | -4 | 4 | 4 | 1.5 | -31 | 4 | 10 | -19 | -5 |
| O=c1oc2ccccc2cc1-c1nc2c(s1)CCCC2 | 16* | -5 | 0 | 1.1 | 30 | 0 | 14 | -6 | -13 |
| CCCCOc1ccc(C(=O)Oc2ccc(C)nc2)cc1 | -3 | 6 | 10 | 1 | -3 | -1 | -9 | -16 | 11 |
| CCN(CCCNC(=O)c1c(C)cc(=O)oc1C)c1ccccc1 | -4 | -2 | 25 | 1.7 | 32 | -3 | -11 | 6 | 13 |
| CC(C)Oc1ccc(CNC(=S)N/N=C/c2cccnc2)cc1 | -2 | -1 | 27 | 1 | 1 | 5 | -3 | -22 | 3 |
| COc1ccc(Nc2nnc(SCc3cc(=O)n4ccsc4n3)s2)cc1 | -5 | 21 | 4 | 1.2 | x | 7 | x | 0 | x |
| O=C(CN1CCC(c2nc3ccccc3s2)CC1)NCc1cccs1 | -2 | 8 | 12 | 1.6 | 100* | -1 | -6 | -16 | 7 |
| O=C(c1ccco1)N1CCN(S(=O)(=O)c2ccc3[nH]c(=O)oc3c2)CC1 | -2 | 3 | -11 | 1.1 | x | 0 | x | -5 | x |
| Fc1ccccc1COc1cccc(/C=N/n2cnnc2)c1 | -3 | 0 | 13 | 0.8 | -6 | 3 | -8 | -1 | 8 |

Rewritten with each value named: two of the compounds above
O=C(c1ccco1)N1CCN(S(=O)(=O)c2ccc3[nH]c(=O)oc3c2)CC1
  S1P2 agonist: -2
  E coli WT exp: 3
  PostGolgi ctrl: -11
  PLAP act: 1.1
  CD11b adhes inh: x
  PostGolgi yeast: 0
  sEH act: x
  S1P2 blocker: -5
  sEH inh: x
Fc1ccccc1COc1cccc(/C=N/n2cnnc2)c1
  S1P2 agonist: -3
  E coli WT exp: 0
  PostGolgi ctrl: 13
  PLAP act: 0.8
  CD11b adhes inh: -6
  PostGolgi yeast: 3
  sEH act: -8
  S1P2 blocker: -1
  sEH inh: 8

More structures
| SMILES | S1P2 agonist | E coli WT exp | PostGolgi ctrl | PLAP act | CD11b adhes inh | PostGolgi yeast | sEH act | S1P2 blocker | sEH inh |
| --- | --- | --- | --- | --- | --- | --- | --- | --- | --- |
| Cc1[nH]c2ccccc2c1C(=O)CNc1nccs1 | -9 | 2 | 0 | 0.6 | -6 | -2 | 7 | 10 | -4 |
| COC(=O)c1ccc(Oc2nc3c(c(=O)n(C)c(=O)n3C)n2CCC(C)C)cc1 | -3 | -13 | 16 | 1.1 | -32 | 1 | -11 | -14 | 12 |
| CCOC(=O)c1csc(NC(=O)c2ccc(S(=O)(=O)N3CCCC3)cc2)n1 | -4 | -3 | 2 | 0.9 | 9 | -5 | -16 | 25 | 16 |
| COc1ccc(CCNc2c([N+](=O)[O-])c(=O)oc3ccccc23)cc1OC | -2 | -10 | 22 | 1 | x | 17 | 6 | -6 | -6 |
| COc1ccc(NC2CC(=O)N(c3ccccc3)C2=O)cc1 (stereo not drawn) | 1 | -1 | -1 | 0.9 | 6 | 5 | -2 | 5 | 4 |
| Cc1cccc(NC2SC(=O)N(c3ccccc3)C2=O)c1 (stereo not drawn) | -3 | 1 | 6 | 0.9 | -15 | 15 | 8 | 12 | -10 |
| CCC1CCCCN1CCCNC(=O)CC1Oc2ccc(C)cc2NC1=O (stereo not drawn) | x | 4 | 6 | 1.3 | -1 | 2 | x | x | x |
| CC1CCN(CCC(=O)Nc2ccc3c(c2)CCC3)CC1 | -1 | x | x | x | x | x | -6 | 9 | 6 |
| Cc1cc(C(C)(C)C)oc1C(=O)NCCCNC(=O)c1oc(C(C)(C)C)cc1C | -3 | x | x | x | x | x | -3 | -17 | 5 |
| CCN(CC)CCNC(=O)Cn1nc(-c2ccc(C)cc2)ccc1=O | -4 | -3 | 3 | 1.1 | x | 5 | 9 | -15 | -9 |
| O=C(OCCOc1ccccc1Cl)c1ccc(-n2cnnn2)cc1 | -4 | -6 | 18 | 1 | -4 | 4 | 3 | 6 | -3 |
| O=C(NCc1ccco1)C1CCN(C(=O)c2cc3sccc3n2Cc2ccc(Cl)cc2)CC1 | -6 | -4 | 25 | 1.5 | 31 | 1 | 3 | 30 | -2 |
| N#Cc1c(-c2ccccc2)nc2n(c1=O)CCS2 | -1 | -1 | 0 | 1 | x | -5 | -17 | 3 | 17 |
| COc1ccc(-c2cc3ccccc3n2CC(O)Cn2nc(C)cc2C)cc1 (stereo not drawn) | x | -7 | 19 | 1.7 | 25 | -6 | x | x | x |
| CCOc1ccc(N2C(=O)CC(NCc3ccc(F)cc3)C2=O)cc1 (stereo not drawn) | -2 | 9 | 2 | 1.2 | 9 | 12 | 6 | -2 | -10 |
| CCOC(=O)N/C(N)=N/c1nc2ccccc2s1 | -10 | 12 | 33* | 1.6 | 10 | -26 | -7 | 7 | 8 |
| CCOC(=O)c1c(C)n(C)c2ccc(OCC(O)CNC(CC)CO)cc12 (stereo not drawn) | -3 | 3 | 2 | 1.2 | -6 | 1 | 1 | -5 | 0 |
| O=C(C1CC(c2cccc(Br)c2)=NO1)N1CCc2ccccc2C1 (stereo not drawn) | -3 | -16 | 15 | 1.1 | x | -1 | -5 | -1 | 7 |
| Cc1cc2cc(CCNS(C)(=O)=O)c(=O)[nH]c2cc1C | -7 | 7 | 8 | 1 | x | 12 | -3 | 22 | 5 |
| CCN(CC)S(=O)(=O)c1cccc(C(=O)N[C@H](C(=O)NCc2ccccc2F)C(C)C)c1 | -2 | -1 | 4 | 1.3 | 50 | -6 | 1 | -8 | 2 |
| Cc1cccc(NC(=O)CC2S/C(=N/c3nccs3)N(C)C2=O)c1 (stereo not drawn) | 0 | -10 | 6 | 0.9 | -7 | 0 | 10 | -16 | -10 |
| COc1cc(C=O)ccc1OCCOCCOc1cc(C)ccc1Cl | -5 | 1 | 1 | 1.1 | 20 | 1 | 14 | 25 | -12 |
| COc1cc(C(=O)O)ccc1OC(C)=O | -4 | -12 | 18 | 1.1 | 2 | 4 | 5 | 9 | -6 |
| CCn1c2ccccc2c2cc(NC(=O)COC(=O)Cc3cn4ccsc4n3)ccc21 | -1 | 3 | 6 | 1.6 | -3 | -8 | x | -22 | x |
| Cc1ccnc(SCCn2c(N(C)Cc3ccccc3)nc3c2c(=O)n(C)c(=O)n3C)n1 | -3 | x | x | x | x | x | 11 | 24 | -12 |
| CCCn1c(=N)n(CC(=O)OCC)c2ccccc21 | -9 | 4 | 1 | 1.1 | 20 | 2 | -6 | 5 | 6 |
| C#CCSc1nc(-c2cccs2)ccc1C#N | 2 | -18 | 14 | 0.8 | x | 1 | 1 | -20 | -1 |
| Cn1nc(-c2ccc(Cl)cc2)c2cc(C(=O)N3CCN(C(=O)c4ccco4)CC3)sc21 | -4 | 4 | 18 | 1.6 | 10 | 7 | 11 | -4 | -7 |
| O=C(CCC(=O)N(c1ccc(F)cc1)C(C(=O)NC1CCCC1)c1ccncc1)Nc1cccnc1 (stereo not drawn) | -6 | x | x | x | x | x | 0 | 9 | 2 |
| O=C(c1ccco1)N1CCN(C2=NS(=O)(=O)c3ccccc32)CC1 | -6 | 6 | 1 | 1 | -18 | 11 | -1 | -5 | 2 |
| CCO/N=C(/C)c1c(O)c(C)c(-c2ccccc2)n(-c2ccccc2)c1=O | -1 | x | x | x | x | x | -5 | -25 | 7 |
| CCN(CC)c1ccc(/C=N/Nc2nc3ccccc3[nH]2)c(O)c1 | 1 | 19 | 0 | 1.3 | -5 | -5 | -18 | 3 | 19 |

From PubChem BioAssay
